Source: PubChem BioAssay
AHR activator – AHR activators, primary screen, cell-based, luminescence, luciferase reporter, human; AID 2796, 2010; AHR-responsive luciferase reporter cells; hit rate 2.5% among 320,000; Aryl hydrocarbon receptor (Homo sapiens), P35869; activation, % at 5 µM; in the data active = activation above about 47%;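 also: 0% = vehicle wells and 100% = reference agonist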
Target sequence (P35869 whole entry, looked up): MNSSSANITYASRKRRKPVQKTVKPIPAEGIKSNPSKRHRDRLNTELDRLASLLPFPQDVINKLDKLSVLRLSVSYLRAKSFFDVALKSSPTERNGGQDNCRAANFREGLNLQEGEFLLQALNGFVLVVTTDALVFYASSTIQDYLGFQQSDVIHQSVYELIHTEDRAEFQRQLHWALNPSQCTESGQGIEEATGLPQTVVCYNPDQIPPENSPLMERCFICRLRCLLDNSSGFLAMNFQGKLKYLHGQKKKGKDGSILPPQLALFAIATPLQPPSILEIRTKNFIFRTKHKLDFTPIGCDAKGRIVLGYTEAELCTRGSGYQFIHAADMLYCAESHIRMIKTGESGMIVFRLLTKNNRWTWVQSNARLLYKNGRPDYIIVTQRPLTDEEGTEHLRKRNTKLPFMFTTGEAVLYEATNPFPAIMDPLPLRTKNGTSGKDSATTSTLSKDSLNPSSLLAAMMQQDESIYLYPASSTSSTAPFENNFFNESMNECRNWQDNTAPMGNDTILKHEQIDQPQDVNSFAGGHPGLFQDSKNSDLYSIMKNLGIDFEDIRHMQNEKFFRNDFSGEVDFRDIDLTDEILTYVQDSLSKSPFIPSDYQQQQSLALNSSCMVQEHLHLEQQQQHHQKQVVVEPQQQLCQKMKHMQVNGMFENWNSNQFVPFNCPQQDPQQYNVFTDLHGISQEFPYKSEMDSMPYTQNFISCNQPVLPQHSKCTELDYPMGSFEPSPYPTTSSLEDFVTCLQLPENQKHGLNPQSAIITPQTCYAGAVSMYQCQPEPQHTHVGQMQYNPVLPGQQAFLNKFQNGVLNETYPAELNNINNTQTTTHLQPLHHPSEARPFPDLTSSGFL
AGP1 TOR yeast – modulators of AGP1-GFP expression in yeast TOR pathway, primary screen, cell-based, multiplex flow cytometry, S. cerevisiae, MLPCN library; 3 h; GFP as percent of DMSO wells; GFP response vs DMSO, % at 10 µM; hit rate 0.02% among 320,000; AID 2066, 2009;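 active = GFP response relative to DMSO above a set limit, near screen average plus 3 SD, cut at about 150% in these data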;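 also: median GFP channel fluorescence of the gated AGP1 strain per well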
Yeast superoxide – reduction of superoxide in aged yeast, primary screen, HTS; S. cerevisiae aged cells, superoxide DHE fluorescence; stronger effect = lower value; superoxide response (% of plate mean), % at 10 µM; hit rate 0.18% among 330,000; AID 2690, 2010;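 active = superoxide response under a set limit, about three screen SD below normal, cut at about 65% in these data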;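 also: yeast aged for seven days with compound at 30 °C before DHE staining; 100% = average MFI of all compound-treated wells on the plate with controls excluded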
CIT2-GFP yeast – modulators of CIT2-GFP expression in yeast, primary screen, S. cerevisiae, GFP fusion, multiplex flow cytometry, MLPCN library | S. cerevisiae CIT2-GFP strain, 3 h; 100 means same as DMSO wells | GFP response vs DMSO, % at 10 µM | hit rate 0.065% among 320,000;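 active = GFP response relative to DMSO above a set limit, near the screen mean plus 3 SD, cut at about 150% in these data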;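 also: ratio of well median GFP fluorescence to mean of DMSO wells on the plate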
LAP4-GFP MLPCN – modulators of LAP4-GFP expression in yeast, primary screen, S. cerevisiae, multiplex flow cytometry, MLPCN library; 3 h; median GFP as percent of DMSO wells; GFP response vs DMSO, % at 10 µM; hit rate 0.34% among 320,000;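 active = GFP response vs DMSO above a set limit, about the screen mean plus 3 SD, cut at about 150% in these data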
MEP2-GFP yeast – modulators of MEP2-GFP levels in yeast, primary screen, S. cerevisiae, multiplex flow cytometry, MLPCN library | S. cerevisiae MEP2-GFP strain, 3 h; 100% = DMSO control level | GFP response vs DMSO, % at 10 µM | hit rate 0.51% among 330,000;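 active = GFP response versus DMSO above a set limit, roughly screen mean plus 3 SD, cut at about 180% in these data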;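 also: median GFP fluorescence of the barcode-gated MEP2-GFP cells per well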
RPL19A TOR yeast – RPL19A-GFP expression modulators in yeast, primary screen, cell-based, S. cerevisiae, multiplex flow cytometry, MLPCN. S. cerevisiae RPL19A-GFP strain, 3 h; stronger effect = lower value. percent response vs DMSO, % at 10 µM. hit rate 0.3% among 330,000. AID 2025, 2009;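 active = percent response vs DMSO below 50%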;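 also: median channel GFP fluorescence of the barcoded RPL19A-GFP strain; ratio of sample median GFP to plate DMSO average so 100% = DMSO; lower means less RPL19A-GFP as with rapamycin TOR inhibition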
Efflux pump mplx – inhibitors of Candida efflux pumps in yeast, primary screen, S. cerevisiae, Nile Red, multiplex | inhibition, % at 10 µM | S. cerevisiae Candida pump triplex | AID 485275, 2010 | hit rate 0.44% among 330,000;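 active = plate passing quality check with inhibition over a set limit, or well fluorescence over plate mean plus 4 SD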;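 also: Nile Red retained in pooled yeast measured as flow cytometry median fluorescence; 0% = buffer negative control and 100% = Enniatin B positive control; higher means more Nile Red kept so more efflux inhibition; some compounds called inactive have numbers as strong as hits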
* marks the source's active call; other numbers are inactive results; · = no result given.

molecule	AHR activator	AGP1 TOR yeast	Yeast superoxide	CIT2-GFP yeast	LAP4-GFP MLPCN	MEP2-GFP yeast	RPL19A TOR yeast	Efflux pump mplx
Cc1c(C(=O)N2CCN(C(=O)c3ccco3)CC2)sc2nc(-c3ccc(F)cc3)cn12	3	102	85	99	101	100	99	-0.1
CC(=O)c1cnc(Nc2ccccc2)s1	-4	92	100	92	90	96	89	0.3
O=C(CNC(=S)N(Cc1ccccc1)Cc1ccccc1F)NCCc1ccccc1	3	93	99	91	95	95	96	0.0
COC(=O)C1CCN(S(=O)(=O)c2ccc(Br)s2)CC1	1	104	105	91	102	96	97	-0.1
Cc1ccc(NC(=O)CN2C(=O)S/C(=C\c3cc(C)n(-c4cccc(C(=O)O)c4)c3C)C2=O)cc1	0	97	109	92	106	102	98	-0.1
O=C(NCCC(=O)N1CCN(S(=O)(=O)c2ccccc2F)CC1)Nc1ccccc1	1	99	91	98	99	97	98	-0.1
CCOC(=O)[C@@H]1[C@H]2COc3ccccc3[C@@H]2N2C(=O)N(c3ccccc3)C(=O)[C@]12C	5	81	98	69	102	92	96	0.0
Cn1c2c(c(=O)n(C)c1=O)CN(Cc1ccc3c(c1)OCO3)CN2	4	·	97	102	100	96	101	-0.1
COCCN(C(=O)CSc1ncccn1)c1c(N)n(Cc2ccccc2)c(=O)[nH]c1=O	1	101	98	97	100	100	94	0.3
Cc1cccc(CC(=O)NCCn2c(C)cc3ccccc32)c1	-1	92	88	89	93	97	94	0.1
Cc1ccc(S(=O)(=O)NC(=O)Nc2ccc(C)cc2C)cc1	·	98	90	89	85	106	110	-0.3
COc1ccc(-c2cc(C(=O)Nc3ccc(S(=O)(=O)Nc4onc(C)c4C)cc3)c3ccccc3n2)cc1OC	3	85	97	104	97	102	90	-0.1
Cc1cc(S(=O)(=O)Nc2ccc(C(=O)N3CC(C)OC(C)C3)cc2)ccc1F (stereo not drawn)	-1	99	99	96	103	114	103	0.1
CCOc1ccc(C(=S)N2CCOCC2)cc1OCC	-4	106	93	105	109	109	104	-0.1
O=C(COc1ccc(Cl)cc1)NCc1nnc(SCC(=O)Nc2ccccc2)o1	0	85	105	93	90	86	88	0.1
COc1ccc(C2(c3ccc(OC)cc3)NC(=O)N(CC(=O)Nc3ccc(C(=O)N(C)C)cc3)C2=O)cc1	3	106	113	95	89	101	98	0.1
O=C(CN1CCOCC1)N(c1ccccc1)c1ccc2ccccc2c1	7	99	105	93	98	100	104	0.0
NC(=O)CN1CCN(c2ccccc2F)CC1	-1	99	103	100	98	96	100	0.1
CCOC(=O)C(NC(C)=O)C(OC(C)=O)c1cccc(N(CCO)CCO)c1 (stereo not drawn)	-3	105	109	117	96	99	103	0.0
COc1ccc2ccccc2c1CNC(=O)CC1C(=O)NCCN1CC(C)(C)C (stereo not drawn)	12	103	100	95	104	101	95	0.1
Cc1ccc(-c2nc(CS(=O)CC(=O)NC3CC3)c(C)o2)cc1 (stereo not drawn)	2	101	88	102	91	101	100	0.4
CCCCOc1ccc(C(O)(CCC)CCN2CCOCC2)cc1 (stereo not drawn)	3	102	105	93	100	102	99	0.1
Cn1c(Cl)c(C(=O)Nc2ccccc2)c2ccccc21	41	94	96	93	115	96	97	-0.2
Cc1c(Cl)cccc1NC(=S)N1CCCN(Cc2ccc(F)cc2)C1	0	92	108	97	100	103	98	0.3
C=CCn1c(CNS(=O)(=O)c2ccc(F)cc2)n[nH]c1=S	0	87	98	81	83	96	102	0.2
O=[N+]([O-])c1ccc(C(=S)N2CCN(c3ccc(F)cc3)CC2)cc1	9	99	112	100	101	104	100	0.1
O=Nc1onc(-c2ccc([N+](=O)[O-])cc2)c1NO	5	90	85	86	89	97	98	0.6
Cc1ccccc1SCC(=O)NNC(=O)c1ccncc1	0	100	112	100	100	99	98	-0.1
O=C(O)c1ccccc1Nc1ccccc1	-1	85	90	78	133	98	99	0.1
O=C(COC(=O)c1ccc(S(=O)(=O)N2CCCC2)cc1)NCc1ccccc1	-1	111	93	116	118	110	108	-0.3
COc1cc(/C=C2/C(=N)N3N=C(C)SC3=NC2=O)ccc1OS(=O)(=O)c1ccc(C)cc1	0	98	103	101	106	102	97	-0.1
Cc1ccc(C(=O)NC2c3ccccc3-c3ccccc32)cc1	-3	105	105	110	100	126	108	-0.3
CCN(CC)S(=O)(=O)c1ccc(N2CCCC2)c(NC(=O)C2CCCCC2)c1	2	111	86	111	104	102	99	-0.1
COc1ccc(NC(=O)NC(c2ccccc2)c2ccccc2)c(OC)c1	2	100	96	111	96	86	93	0.0
COc1cc(CC(=O)OCC(=O)Nc2ccc(N(C)C)cc2)cc(OC)c1OC	1	97	77	102	98	105	99	-0.3
CC(=O)Nc1ccc(S(=O)(=O)NCCOc2ccc(Cl)cc2C)cc1	-1	107	103	106	105	113	101	-0.1
COc1ccc(N2CC(C(=O)N3CCN(C)CC3)CC2=O)cc1 (stereo not drawn)	-2	98	98	111	105	112	107	-0.8
Cc1ccc(C(NC(=O)/C=C\c2ccc3c(c2)OCO3)C(=O)Nc2ccc3c(c2)OCO3)cc1 (stereo not drawn)	2	92	93	99	89	88	99	-0.6
CCc1ccc(-c2cc(C)no2)cc1S(=O)(=O)N1CCN(c2ccc(OC)cc2)CC1	2	105	110	101	98	109	103	-0.3
O=C(c1ccccc1)c1c[nH]c(C(=O)NNc2ccccc2)c1	-1	107	100	100	102	99	96	-0.1
CCn1c(SCc2cc(=O)n3ccsc3n2)nc2ccccc21	9	104	95	105	100	97	100	0.0
Cc1cccc(NC(=O)CCc2nnc3ccc(NCc4ccco4)nn23)n1	11	96	79	98	95	96	97	0.0
COC(=O)c1cc(OC)c(OC)cc1NC(=S)Nc1cccc(Cl)c1	9	100	96	101	96	98	99	0.0
CCCCNC(=O)Cn1cnc([N+](=O)[O-])n1	0	95	116	94	96	97	104	0.1
CC(C)C[C@@H](C(=O)O)N(Cc1cccc(CN([C@@H](CC(C)C)C(=O)O)S(C)(=O)=O)c1)S(C)(=O)=O	0	86	103	95	133	89	97	-0.1
CN(C)CCNC(=O)/C(=C/c1ccc(-c2cccc(Cl)c2)o1)NC(=O)c1ccccc1	-1	109	114	112	100	109	108	0.0
COc1ccc(Cc2nnc(NC(=O)c3cccc([N+](=O)[O-])c3)s2)cc1	3	94	120	90	93	97	102	0.1
COc1ccc(NC(=O)CC(C(=O)O)C(C)c2ccccc2)cc1 (stereo not drawn)	·	108	104	102	98	101	109	-0.1
CC(=O)NC1C(=O)N=C(SC(C)C(=O)Nc2cccc(Cl)c2)NC1=O (stereo not drawn)	1	100	100	96	112	100	104	0.4
CCn1c(SCC(=O)NCc2ccc3c(c2)OCO3)nc2c(c1=O)SCC2	5	96	99	98	98	91	97	0.0
CC1(C)C(=O)N(c2ccccc2)C1c1ccccc1O (stereo not drawn)	0	101	104	111	91	100	100	-0.1
NC(=O)c1ccc(NC(=O)CCC(=O)N2CCN(S(=O)(=O)c3ccc(Cl)cc3)CC2)cc1	2	96	92	83	96	93	97	0.0
N#Cc1ccc(C(=O)NCC(c2ccco2)N2CCCCC2)cc1 (stereo not drawn)	1	106	101	100	107	104	105	0.1
CCOC(=O)C1CCCN(C(=O)c2ccc([N+](=O)[O-])cc2)C1 (stereo not drawn)	-2	102	103	100	100	100	108	0.1
CCOc1ccccc1N(C)C(=O)C1CCN(S(=O)(=O)c2cccc3nonc23)CC1	4	90	102	96	95	97	98	-0.1
CC(NC(=O)C1CCN(C(=O)Nc2ccccc2)CC1)c1ccc(Cl)cc1 (stereo not drawn)	-1	113	90	105	107	100	99	0.1
CCOC(=O)/C(=N/Nc1ccc(Cl)cc1)Sc1nnnn1-c1ccc(C)cc1	1	98	87	105	97	102	102	-0.2
O=C1c2ccccc2NC(c2ccc3c(c2)OCO3)N1O (stereo not drawn)	122*	98	104	90	96	100	96	0.1
COCCN(C(=S)Nc1ccc(C)cc1C)C(C)c1cccs1 (stereo not drawn)	1	97	94	98	109	95	97	-0.1
CCOc1ccc(/C=N/NC(=O)C(C)N(c2ccc(OC)cc2)S(C)(=O)=O)cc1OCC (stereo not drawn)	6	108	93	106	89	116	113	0.1

Ordered by molar mass (ascending): eleven of the compounds above.
molecule	AHR activator	AGP1 TOR yeast	Yeast superoxide	CIT2-GFP yeast	LAP4-GFP MLPCN	MEP2-GFP yeast	RPL19A TOR yeast	Efflux pump mplx
CC1(C)C(=O)N(c2ccccc2)C1c1ccccc1O (stereo not drawn)	0	101	104	111	91	100	100	-0.1
CCOC(=O)C1CCCN(C(=O)c2ccc([N+](=O)[O-])cc2)C1 (stereo not drawn)	-2	102	103	100	100	100	108	0.1
COc1ccc(N2CC(C(=O)N3CCN(C)CC3)CC2=O)cc1 (stereo not drawn)	-2	98	98	111	105	112	107	-0.8
COCCN(C(=S)Nc1ccc(C)cc1C)C(C)c1cccs1 (stereo not drawn)	1	97	94	98	109	95	97	-0.1
COc1ccc(NC(=O)NC(c2ccccc2)c2ccccc2)c(OC)c1	2	100	96	111	96	86	93	0.0
COC(=O)c1cc(OC)c(OC)cc1NC(=S)Nc1cccc(Cl)c1	9	100	96	101	96	98	99	0.0
COc1cc(CC(=O)OCC(=O)Nc2ccc(N(C)C)cc2)cc(OC)c1OC	1	97	77	102	98	105	99	-0.3
CCN(CC)S(=O)(=O)c1ccc(N2CCCC2)c(NC(=O)C2CCCCC2)c1	2	111	86	111	104	102	99	-0.1
COc1cc(/C=C2/C(=N)N3N=C(C)SC3=NC2=O)ccc1OS(=O)(=O)c1ccc(C)cc1	0	98	103	101	106	102	97	-0.1
NC(=O)c1ccc(NC(=O)CCC(=O)N2CCN(S(=O)(=O)c3ccc(Cl)cc3)CC2)cc1	2	96	92	83	96	93	97	0.0
CC(C)C[C@@H](C(=O)O)N(Cc1cccc(CN([C@@H](CC(C)C)C(=O)O)S(C)(=O)=O)c1)S(C)(=O)=O	0	86	103	95	133	89	97	-0.1

Following part
molecule	AHR activator	AGP1 TOR yeast	Yeast superoxide	CIT2-GFP yeast	LAP4-GFP MLPCN	MEP2-GFP yeast	RPL19A TOR yeast	Efflux pump mplx
O=c1[nH]ncc(NCc2ccc(Cl)cc2)c1Cl	24	103	93	102	100	111	97	-0.2
CCOC(=O)C1CCCN(CC(=O)NC2=Nc3ccccc3N=C(C)C2c2ccccc2)C1 (stereo not drawn)	5	105	95	·	94	100	102	0.1
CCCCCN(C(=O)NC(=O)NCCCC)S(C)(=O)=O	0	93	97	93	101	97	92	0.0
CC(C)[C@H](NC(=O)OC(C)(C)C)C(=O)N1CCC(C(=O)N[C@@H](C)C(=O)Nc2ccc(F)cc2)CC1	1	93	124	96	95	113	100	0.3
